mcGAS inh = mouse cGAS inhibition by luminescence. inhibition, % at 12.5 µM. hit rate 0.15% among 160,000. Q8C6L5. recombinant cGAS, Kinase-Glo ATP depletion luminescence;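 also: 0% = negative control wells and 100% = reference inhibitor with no enzyme activity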
NPYLR7 ag = activates Aedes aegypti NPYLR7 receptor. HEK293T NPYLR7/Galpha15, GCaMP6s calcium fluorescence. activation, % at 10 µM. hit rate 0.15% among 270,000; in the data active = activation above about 40%;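 also: 0% = vehicle and 100% = reference agonist at the receptor; some compounds past the cut are filed as inactive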
hcGAS inh = human cGAS inhibition; Q8N884; recombinant h-cGAS, ATP depletion, Kinase-Glo luminescence; inhibition, % at 12.5 µM; hit rate 0.081% among 290,000;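 also: 0% = vehicle reaction and 100% = reaction without DNA for no activity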
Target sequence (Q8N884 whole entry, looked up): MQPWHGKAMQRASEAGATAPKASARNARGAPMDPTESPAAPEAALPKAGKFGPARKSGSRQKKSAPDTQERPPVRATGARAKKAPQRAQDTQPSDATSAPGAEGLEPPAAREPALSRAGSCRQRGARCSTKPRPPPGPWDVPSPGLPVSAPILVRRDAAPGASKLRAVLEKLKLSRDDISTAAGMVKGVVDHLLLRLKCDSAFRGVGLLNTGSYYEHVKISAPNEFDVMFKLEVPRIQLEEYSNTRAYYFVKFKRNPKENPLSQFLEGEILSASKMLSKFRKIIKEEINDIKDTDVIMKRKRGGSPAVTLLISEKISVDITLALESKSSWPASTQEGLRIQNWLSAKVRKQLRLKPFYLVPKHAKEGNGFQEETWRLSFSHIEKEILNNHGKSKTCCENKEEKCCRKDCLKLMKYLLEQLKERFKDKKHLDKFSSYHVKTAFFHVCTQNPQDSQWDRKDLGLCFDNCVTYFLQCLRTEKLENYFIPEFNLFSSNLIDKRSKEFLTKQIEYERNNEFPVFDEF
Numbers without * were called inactive; x = no result given; & = joins results of further samples. Rule as the data show it, unless noted: active = inhibition above about 40%; inactive = the rest.

canonical_smiles	mcGAS inh	NPYLR7 ag	hcGAS inh
COc1ccc(CC(=O)NC2CCCCC2)cc1F	x	-8	-1
CC(=O)c1cc(CN(C)Cc2nncn2C(C)C)cs1	-12	-9	-4
Cc1ccc(Oc2ncccc2CNC(=O)C(C)(C)n2cccc2)cn1	-17	x	-1
Cc1[nH]n(-c2ccccc2)c(=O)c1C1=C(N2CCCCC2)C(=O)N(C2CCCCC2)C1=O	-7	-10	-8
Cc1ccc(C(=O)Nc2c3c(nn2CC(=O)NCc2ccc(F)cc2)CSC3)cc1C	-7	0	-7
COc1cc(C2CC(C(F)(F)F)n3ncc(C(N)=O)c3N2)cc(OC)c1OC (configuration not stated)	-8	-2	-9
Cc1ccc(C)c(S(=O)(=O)Nc2ccc(Cl)cc2F)c1	x	0	-9
CCn1nc(CC(C)C)cc1C(=O)N1CCC2(CCCNC2)C1 (configuration not stated)	x	9	-3
Cc1noc(C)c1CN(C)C(=O)C1(c2cccs2)CC1(C)C (configuration not stated)	x	-5	-4
CCC(=O)N1CCN(CCN=Cc2c(C)[nH]n(-c3ccc([N+](=O)[O-])cc3)c2=O)CC1	x	-18	1
CCn1c(O)c(C(C)=NC2CCCCCC2)c(=O)n(CC)c1=S	x	6	0
COc1ccc(CCN(C)C(=O)C(C)c2cccc(C(=O)c3ccccc3)c2)cc1OC (configuration not stated)	-3	-8	-2
Cc1nn(CC(=O)OCC(=O)c2ccc[nH]2)c(C)c1[N+](=O)[O-]	x	2	-3
CCC(=O)N1N=C(c2c(-c3ccccc3)c3cc(C)ccc3[nH]c2=O)CC1c1ccco1 (configuration not stated)	-4	2	-2
O=C1c2nc(-c3cccnc3)ccc2CN1C1(C(=O)NCCCN2CCOCC2)CC1	-7	11	-4
CN1CC[C@]23c4ccccc4N[C@H]1[C@]21CCN(C)[C@H]3Nc2ccccc21	x	-2	-9
COCCN1C[C@@H]2C[C@@H](C(N)=O)N(C(=O)c3cccc4c3OC(F)(F)O4)c3cccc(c32)C1=O	-4	6	-5
COc1ccc(S(=O)(=O)NC(=O)C2(C)CCN2C(=O)Cc2ccccc2)cc1OC (configuration not stated)	x	1	-10
CCn1cc(C(=O)N2CCCc3ccccc32)c2nn(-c3ccccc3)c(=O)c-2c1	-7	4	-7
COc1cc(OC)c(NC(=O)CCC2CCCCC2)cc1Cl	-7	1	-6

Quoted from the listing:
CCn1c(O)c(C(C)=NC2CCCCCC2)c(=O)n(CC)c1=S | hcGAS inh = 0
CN1CC[C@]23c4ccccc4N[C@H]1[C@]21CCN(C)[C@H]3Nc2ccccc21 | hcGAS inh = -9
Cc1ccc(C)c(S(=O)(=O)Nc2ccc(Cl)cc2F)c1 | NPYLR7 ag = 0
CCn1nc(CC(C)C)cc1C(=O)N1CCC2(CCCNC2)C1 (configuration not stated) | NPYLR7 ag = 9

The results go on.
canonical_smiles	mcGAS inh	NPYLR7 ag	hcGAS inh
O=C(COc1ccc(F)cc1Cl)NCc1ccc(-c2ccn[nH]2)cc1	x	7	-11
C=C(C)CNC(=O)c1cncn1-c1ccc(-c2c(OC)cccc2OC)cc1	-7	1	-7
COc1cccc(-c2cnc(-c3cccc(CNC(=O)c4ccc(F)c(C(F)(F)F)c4)c3)[nH]2)c1	-5	-3	-1
CO[C@H]1CN(C(C)C)C[C@@H]1NC(=O)CCc1ccnn1C	-5	x	-9
CCN(CC(=O)Nc1cc(OC)c(OC)c(OC)c1)C(C)c1ccc(F)cc1 (configuration not stated)	x	-5	-3
Cc1cc(N)n(C(=O)OC(C)(C)C)n1	x	-10	-6
CC(C)(C)c1cc(CN2CCC3(CCNCC3)C2)[nH]n1	x	10	-3
Cc1nccc(C(=O)NC(c2cccs2)C2CCCC2)n1 (configuration not stated)	-7	-2	-18
Cc1cc(C(=O)CN2C(=O)NC3(CCCCC3C)C2=O)c(C)n1CCC1=CCCCC1 (configuration not stated)	x	0	-5
CC(C)(C(=O)Nc1ccc2c(c1)CCC(=O)N2)c1ccccc1F	x	7	-3
COc1ccc2c(c1)C1(SCCN1C(=O)NC1CCCCC1)C(=O)N2Cc1ccc(F)c(F)c1 (configuration not stated)	-5	9	-1
CC(C)c1ccc(CC(=O)N2CCC2(C)C(=O)NS(=O)(=O)c2ccccc2)cc1 (configuration not stated)	x	7	-7
CCN(CC(=O)Nc1cc(C(C)(C)C)nn1-c1ccc(C)cc1)C(=O)Nc1ccc(F)cc1F	-5	-3	0
COc1ccc(S(=O)(=O)N2CCN(c3ccc(N4CCCCC4C)nn3)CC2)c(OC)c1OC (configuration not stated)	x	5	-9
CC(C)Cn1cc(C(=O)NCCc2cccs2)c(=O)c(C(=O)N2CCCCCC2)c1	-12	14	-8
Cc1ccc(C(=O)CSc2nnc(N)s2)c(C)c1	1	7&1	-8&-13
CCCCn1c(CNC(=O)C23CC4CC(CC(C4)C2)C3)n[nH]c1=S	x	-2	-9
O=C(c1cn(C2CCCCCC2)nn1)N1CCCCC1CCc1ccccc1 (configuration not stated)	-11	x	-6
O=C(c1ccc(Cl)cc1Cl)N1CCN(c2cc(Oc3ccc(F)c(F)c3)ncn2)CC1	-2	1	-6
O=C(Nc1cccc(Oc2ccccc2)c1)c1cccnc1Oc1cccc([N+](=O)[O-])c1	-3	-7	-2

Reprinted from the part before: two entries, followed by the next part.
canonical_smiles	mcGAS inh	NPYLR7 ag	hcGAS inh
O=C(c1ccc(Cl)cc1Cl)N1CCN(c2cc(Oc3ccc(F)c(F)c3)ncn2)CC1	-2	1	-6
O=C(Nc1cccc(Oc2ccccc2)c1)c1cccnc1Oc1cccc([N+](=O)[O-])c1	-3	-7	-2
Cc1ccccc1-n1ncc(C(C)NC(=O)CCn2cccn2)c1C (configuration not stated)	x	1&13	-5&-7
CCOC(=O)C1(Cc2ccc(OC)cc2)CCN(S(=O)(=O)c2ccccc2F)CC1	x	7	-7
CCc1nc2cc(NC(=O)N(CCOC)Cc3ccco3)ccc2o1	x	7	-6
COc1ccc(CCC(C)NC(=O)Nc2ccnn2CC(C)C)cc1 (configuration not stated)	x	-6	3
CCN(CC)CCNC(=O)c1cc(NC(=O)Nc2cccc(C)c2C)ccc1N1CCCCC1	-5	21	-3
CCOC(=O)c1ccc(NC(=O)CSc2nnc(CNC(=O)c3ccc(S(=O)(=O)N4CCCC4)cc3)n2-c2ccccc2OC)cc1	-3	-5	-2
O=C(Nc1cccc(C(F)(F)F)c1)Nc1nn(Cc2ccc(COc3ccc4c(c3)OCO4)cc2)c2ccc(C(F)(F)F)cc12	-5	5	-6
CC1=CC(=NNc2nc3ccccc3[nH]2)CC1	x	2	4
CCc1nc2n(n1)C(=O)C(C(c1ccc(Cl)cc1Cl)N1CCN(C)CC1)S2 (configuration not stated)	1	-3	0
COc1ccc(CCNC(=O)CN2CN(c3ccccc3)C3(CCN(C(=O)c4c(OC)cccc4OC)CC3)C2=O)cc1OC	-5	30	-5
C#CCN(CC=C)C(=O)C1CCC(=O)N(Cc2ccccn2)C1 (configuration not stated)	x	20	-8
COc1ccc(NC(=O)N2CCN(Cc3cccs3)CC2)cn1	x	3	0
COc1ccc(CN(CCc2c[nH]c3ccccc23)C(=O)CN(C(=O)Nc2ccccc2C)C2CC2)cc1OC	-4	5	-5
COCCN(CC1CN(Cc2ccc(OC)cc2OC)CCO1)C(=O)c1ccc(C)cc1 (configuration not stated)	-6	x	-6
OCc1csc(N2CC(c3cccnc3)C2)n1	-19	34	-3
CSc1nc(N2CCCC2)c2cnn(CCNC(=O)c3cccc(F)c3)c2n1	-6	x	-5
COc1ccc(S(=O)(=O)N2CCOCC2)cc1N1CCN(C(=O)c2ccc(Cl)c(Cl)c2)CC1	-6	4	-4
O=S(=O)(Nc1ccc2c(c1)OCCO2)c1cnc[nH]1	x	23	-4
CN1CCc2c(cc(O)c(O)c2Cl)C(c2cccc(Cl)c2)C1 (configuration not stated)	-3	-2	5
CC1(c2cccc(-n3cnnn3)c2)NC(=O)NC1=O (configuration not stated)	x	-1	-14
CNC(=O)COc1coc(CN2CCN(c3ccccc3OC)CC2)cc1=O	-7	3	-3
CCOC(=O)c1c(NC(=O)/C=C/c2ccc([N+](=O)[O-])cc2)sc2c1CCN(C(=O)OCC)C2	x	1	-9
COc1cccc(/C=C/C(=O)N2CCCN(S(N)(=O)=O)CC2)c1	x	11	-7
FC(F)(F)Oc1ccc(-n2nnnc2SCc2nc3ccccc3o2)cc1	-5	5	-5
C=C(C)C(O)(C(=C)C)c1ccc(CN(CCN2CCOCC2)Cc2cccc(C)c2)o1	-5	-2	-3
O=C(c1csc(CSc2nnc(-c3ccco3)n2-c2ccc(Cl)cc2)n1)N1CCN(c2ccccc2Cl)CC1	-6	8	-9
C=CCN=c1scc(-c2ccc(OC)cc2)n1N=Cc1cc(OC)c(O)c(OC)c1	-10	10	-6
COc1ccccc1/C=C/C=C1\N=C(c2ccccc2Br)OC1=O	x	-1	7
COc1ccc(-c2nnc(SCC(=O)NC(C)(C)C)o2)cc1	x	-6	-3
COC(=O)/C(=C\N1CCOCC1)c1ccccc1[N+](=O)[O-]	x	-6	1
O=C(NCCO)C(Cc1ccccc1)n1cccc1 (configuration not stated)	x	-5	3
C=CCOC(CN1CCN(C(=O)COCCOC)CC1)c1cccc(OC)c1 (configuration not stated)	-6	x	-6
CC1(C2CCNCC2)NC(=O)N(CCCc2ccccc2)C1=O (configuration not stated)	x	14	-8
C=CCOC1C[C@](OCc2ccc(C#N)cc2)(C(=O)NCC(C)C)C[C@H]2OC(C)(C)O[C@@H]12 (some centres not stated)	-6	9	-2
OC1CCCN(CCCn2cnc(-c3ccccc3)c2-c2cc(F)cc(F)c2)C1 (configuration not stated)	x	1	-5
CSc1nc(SCC(=O)O)c2sc3c(c2n1)COC(C)(C)C3	x	-12	-1
O=S(=O)(Nc1cccc(S(=O)(=O)N2CCCC2)c1)c1ccccc1	x	5	-7
COC(=O)C1(NC(=O)Cn2cccc(C)c2=O)CCCCC1	x	2	-2
O=C(NN=Cc1cccs1)c1cccc([N+](=O)[O-])c1	-8	4	-1
CCOC(=O)[C@@H]1CCCC[C@@H]1NC(=O)c1ccc(-n2nc(-c3cccc(C)c3)cc2N)cc1	-6	-8	-3
Cc1ccccc1NC(=O)N1CCC(Cc2ccc(C(F)(F)F)cc2)CC1	-7	1	-7
COc1c(F)cccc1C(=O)N1CCCN2CCC[C@H]2C1	-7	x	-2
CCOCCOC(=O)C1=C(C)NC2=C(C(=O)CCC2)C1c1ccc(OC(C)=O)cc1 (configuration not stated)	x	-4	-1
COC(=O)C1=C(C)N(C)C(C)=C(C(=O)OC)C1c1ccccc1Br	-6	5	-4
N#Cc1ccc(C(=O)Nc2ccc3c(c2)N(S(N)(=O)=O)CC3)nc1	5	-2	8
O=C(NC(c1ccc(-c2ccccc2)cc1)c1cnccn1)C1CCN(CCOc2ccc(Cl)cc2Cl)CC1 (configuration not stated)	-4	0	-3
C=C(C)Cn1c(SCc2ccc(Cl)cc2)nc2c1c(=O)n(C)c(=O)n2C	x	0	-11
Cc1c[nH]c(CN2CCC(N)CC2)c(C)c1=O	-7	1	-5
CC1CN(S(=O)(=O)N2CC3CCCC3C2)CCO1 (configuration not stated)	x	6	-7
O=C(c1ccccc1)n1c(C2(c3ccc(Cl)cc3)CCC2)n[nH]c1=S	-1	-1	-7

More records:
canonical_smiles	mcGAS inh	NPYLR7 ag	hcGAS inh
CC(C)COc1nc(-c2ccccc2F)n(-c2ccc(NC(=O)c3ccc([N+](=O)[O-])cc3)cc2)n1	-3	10	-7
CN(C)c1ccc(NC(=O)c2ccccc2Cl)cc1CN(C(=O)C1CC1)C1CCCCC1	-1	-2	-2
CNC(=O)c1cc(-c2ccc(OC)c3ncccc23)ccc1Cl	-15	7	-4
NC(=O)CC(=O)N1C2CCC(O)(CC2)C1CN1CCOCC1 (configuration not stated)	-1	3	4
Cc1nc(C(C)(C)NC(=O)c2cc3ccccc3c(=O)[nH]2)sc1C	-14	12	-6
O=C(c1cccs1)N(Cc1ccc(OCc2nc(CO)cs2)cc1)C1CC1	-5	26	-4
CCCCCC(O)c1cccc(OCc2ccc3ccccc3n2)c1 (configuration not stated)	-1	-1	10
CCCCC(Cc1ccccn1)OC(=O)c1cnn(C)c1 (configuration not stated)	x	4	2
O=C(NC1Cc2ccccc2C1)C1CCC(=O)N(CCCc2ccccc2)C1 (configuration not stated)	x	-5	-7
Cc1ccc(CSc2c(CC(C)C)cnc3c2c(=O)n(C)c(=O)n3C)cc1	-9	4	-12
O=c1[nH]c(/C=C/c2ccc(OCc3ccccc3)cc2)c([N+](=O)[O-])c(=O)[nH]1	x	9	-6
C=CCn1c(SCC(=O)OCc2ccccc2)nc2c1c(=O)[nH]c(=O)n2C	x	3	-10
CCOC(=O)c1c(CN2CCCC2)n(-c2ccccc2)c2cc(Br)c(OC)cc12	-4	-9	-3
COc1cccc(CN2CCCC3(CCN(C(=O)/C=C/c4ccncc4)C3)C2)c1 (configuration not stated)	x	3	-1
Cc1nc2ncc3c(=O)n(N4CCN(C)CC4)ccc3n2n1	x	2	-4
Clc1ccc(-c2csc(-c3cccnc3)n2)s1	x	7	-3
CCN(C/C=C/c1ccccc1)C(=O)c1ccc(C(C)=O)s1	x	5	-12
COc1cc(C(=O)N2CCN(Cc3ccc(-c4noc(-c5ccccc5)n4)cc3)CC2)ccc1F	-4	8	-2

Two compounds drawn at random from the list so far:
canonical_smiles	mcGAS inh	NPYLR7 ag	hcGAS inh
Cc1nc2ncc3c(=O)n(N4CCN(C)CC4)ccc3n2n1	x	2	-4
CCOC(=O)c1c(CN2CCCC2)n(-c2ccccc2)c2cc(Br)c(OC)cc12	-4	-9	-3
